DT40 TDP1 no CPT: qHTS for Inhibitors of human tyrosyl-DNA phosphodiesterase 1 (TDP1): qHTS in cells in absence of CPT; DT40 Tdp1-/- hTDP1 cells, no CPT, ATP luminescence, 48 h; Potency, µM (highest dose often 46.2 µM), without a hit: at the highest dose activity change, negative = growth inhibition, hits mostly inhibitors; 420,000 compounds, 15% hits; AID 686978, 2013; also: nearly all actives have a fitted effect of over 55% in size
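Stably hTDP1-transfected Tdp1-null chicken DT40 cells were treated with library compounds minus camptothecin and grown for at least 48 hr at 37 °C, after which cellular ATP was quantified by luminescence.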
GCN5L2 inh: inhibitors of human GCN5L2 histone acetyltransferase; AID 504327; Potency, µM (doses to about 58.9 µM), without a hit: at the top dose activity change, negative = inhibition, most hits filed as inhibitors; Q92830; 390,000 compounds, 0.21% hits; GCN5L2 HAT assay, ThioGlo1 CoA-SH fluorescence
Target sequence (Q92830 whole entry, looked up): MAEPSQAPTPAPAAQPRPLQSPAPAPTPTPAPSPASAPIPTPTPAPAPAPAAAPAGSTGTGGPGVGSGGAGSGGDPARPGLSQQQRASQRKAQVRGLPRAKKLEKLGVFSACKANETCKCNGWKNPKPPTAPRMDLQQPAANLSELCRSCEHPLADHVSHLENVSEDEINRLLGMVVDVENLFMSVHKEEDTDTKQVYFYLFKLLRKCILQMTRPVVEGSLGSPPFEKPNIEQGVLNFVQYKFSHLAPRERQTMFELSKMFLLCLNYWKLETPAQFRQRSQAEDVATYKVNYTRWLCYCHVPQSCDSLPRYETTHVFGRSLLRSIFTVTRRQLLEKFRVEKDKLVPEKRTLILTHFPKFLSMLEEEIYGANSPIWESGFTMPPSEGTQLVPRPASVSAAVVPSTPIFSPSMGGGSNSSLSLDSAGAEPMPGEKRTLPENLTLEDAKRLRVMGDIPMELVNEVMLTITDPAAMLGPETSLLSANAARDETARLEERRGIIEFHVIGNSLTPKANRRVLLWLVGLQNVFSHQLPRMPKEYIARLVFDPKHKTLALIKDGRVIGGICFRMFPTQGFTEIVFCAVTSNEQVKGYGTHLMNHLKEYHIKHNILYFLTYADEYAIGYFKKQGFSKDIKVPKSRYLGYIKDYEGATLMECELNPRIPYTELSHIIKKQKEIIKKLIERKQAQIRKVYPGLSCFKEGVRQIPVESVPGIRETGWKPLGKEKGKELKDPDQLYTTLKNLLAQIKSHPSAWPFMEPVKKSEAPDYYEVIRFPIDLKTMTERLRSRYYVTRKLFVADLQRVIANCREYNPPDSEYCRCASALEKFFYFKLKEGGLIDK
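Titration-based screen in which CoA formation is detected via maleimide probe ThioGlo1 (50uM) turning fluorescent on thiol reaction; substrates H3(1-25) 75uM and acetyl-CoA 70uM, GCN5L2 20nM, 20 min incubation at room temperature.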
DT40 TDP1 CPT: growth inhibition of DT40 Tdp1-/-;hTDP1 cells with camptothecin (screen for TDP1 inhibitors). chicken DT40 Tdp1-/-;hTDP1 cells + 20 nM CPT, ATP luminescence, 48 h. Potency, µM (highest dose often 46.2 µM), without a hit: at the highest dose activity change, negative = growth inhibition, hits mostly inhibitors. 420,000 compounds, 12% hits. AID 686979; also: nearly all actives have a fitted effect of over 55% in size
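Cell growth measured by CellTiter-Glo luminescence after a minimum 48 h, 37 C compound exposure with 20 nM CPT in Tdp1-knockout DT40 cells stably expressing hTDP1, seeded 400/well; qHTS titration format.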
* marks the source's active call; other numbers are inactive results; ? = inconclusive; . = not tested or not shown; & = joins results of further samples. Calls follow the shape of the dose curve; as a rule, active = well fitted curve in the direction sought with a large enough effect; inconclusive = small, poorly fitted or top-dose-only effect, or another doubt; inactive = no such curve, though single readings can be large; an effect the other way counts as inactive or inconclusive. % is scaled to controls: 0 for no effect and ±100 for the full control effect; potency is read from the fitted curve at half-maximal effect.

Sequence of screens – DT40 TDP1 no CPT, GCN5L2 inh, DT40 TDP1 CPT
COCCCNC(=O)CCN1C(=O)COc2ccccc21
    2.0%, -1.0%, 3.2%
Cc1c(C(=O)N(C)C)sc2c1c(=O)n(-c1ccccc1C(F)(F)F)c(=O)n2Cc1cccc(F)c1
    -22.6%, -6.2%, -20.3%
CCOCCCNC(=O)c1c[nH]c2ccc(OCC)cc2c1=O
    ?, 0.0%, ?
N=c1sccn1CC(=O)NC(=O)NC1CCCC1
    5.6%, -0.8%, 1.3%
CCSc1nc(N)c2c(C)c(C)sc2n1
    -21.1%, -4.6%, -0.3%
CCc1nc2ccccc2c(=O)n1/N=C/c1ccc(OC)cc1
    -15.7%, ., -26.0%
Cc1csc(SCC(=O)NC(=O)NC2CCCC2)n1
    1.9%, -5.4%, -20.7%
CC1=C(C(=O)NCCc2ccc(C)cc2)C2(CCC(C)CC2)OC1=O (stereo unspecified)
    -5.9%, 0.1%, -4.4%
Cc1cc(C)c(S(=O)(=O)N2CCC(N3CCN(Cc4ccccc4)C(=O)C3=O)CC2)c(C)c1
    -17.1%, 2.0%, -18.0%
COc1ccc(CN(C(=O)CSc2nnc(-c3ccccc3F)o2)c2ccc(F)cc2)cc1
    12.6µM*, -5.6%, 18.4µM*
Cc1ccc(-c2nnc(CCC(=O)NCC3C4CC5CC(C4)CC3C5)o2)s1 (stereo unspecified)
    ?, 1.8%, -1.8%
CC[C@H](C)[C@H]1CNC(=S)N1CC1CCN(CCCC2CCCC2)CC1
    ?, ., ?
COc1ccc(N2CCN(CC(=O)Nc3ccc(C)c(C)c3)CC2)cc1
    -12.0%, -2.5%, -15.7%
COc1ccc(/C(O)=C2/C(=O)C(=O)N(CCN3CCNCC3)C2c2cccc([N+](=O)[O-])c2)cc1 (stereo unspecified)
    -2.3%, -14.1%, -9.8%
COCCCN1C(=O)C(CC(=O)NCc2cccc3ccccc23)CC(C(=O)N2CCCCCC2)=C1C (stereo unspecified)
    11.7%, ., -5.6%
CCN1C[C@@H]2[C@@H]3C(=O)N(Cc4ccccc4)C(=O)[C@@H]3[C@](Cc3ccccc3)(C(=O)OC)N2C1=NCc1ccccc1
    -3.9%, ., -3.8%
Cc1ccc2ccccc2c1NC(=O)CNCc1ccccc1
    ?, ., -8.4%
COc1ccc(-n2c(CCc3ccccc3)nnc2SCC(=O)c2ccccc2)cc1
    ?, -7.6%, ?
COc1ccc(-c2nc3c(n2O)CCC/C3=N\O)cc1
    ?, 2.6%, -15.0%
Cc1nnc(C)n1/N=C/c1ccc(O)cc1
    -11.5%, -13.6%, 6.4%
O=C(CSCc1ccc(Cl)cc1)Nc1ccccc1C(=O)N1CCOCC1
    ?, -2.2%, -24.6%
O=C(CCN1C(=O)/C(=C/c2ccccc2Cl)SC1=S)NC1CCS(=O)(=O)C1 (stereo unspecified)
    -1.0%, -17.0%, -18.8%
Cc1ccccc1S(=O)(=O)N1C[C@H]2[C@H]3C(=O)N(c4ccccc4)C(=O)[C@H]3CC(=O)[C@H]2[C@@H]1c1ccc(Cl)cc1
    0.0%, ., -4.8%
C=CCN1C(=O)c2ccc(C(=O)N3CCN(c4ccccc4OC)CC3)cc2C1=O
    -14.0%, -0.7%, -4.7%
CC(=O)NCC(=O)NC(C(=O)Nc1ccc2c(c1)OCCO2)c1ccc(C)cc1 (stereo unspecified)
    -12.8%, -0.8%, -13.4%
CCOc1cc2c(cc1OCC)C(c1ccccc1)N(c1ccccc1)C(=O)C2 (stereo unspecified)
    16.4µM*, -1.2%, 16.4µM*
Cc1cc(O)c(-c2cc(C(=O)Nc3cccnc3)[nH]n2)cc1C
    ?, 1.5%, -3.6%
CC(=O)c1ccc(NC(=O)c2ccc3nc(C)sc3c2)cc1
    ?, -2.9%, -8.5%
C[C@@H]1CN([C@H](C)CO)C(=O)CCCn2cc(nn2)CO[C@H]1CN(C)C(=O)Nc1ccc2c(c1)OCO2
    -28.3%, ., 13.0%
O=C(O)CC(NC(=O)C12CC3CC(CC(C3)C1)C2)c1ccc(F)cc1 (stereo unspecified)
    13.9%, -5.5%, -11.8%
Cc1ccc2[nH]c(=O)c(CNC(C)C)cc2c1
    -27.4%, -9.5%, -12.9%
CO/N=C/c1ccc(Oc2ccc(C)cc2)c([N+](=O)[O-])c1
    20.6µM*, -11.5%, ?
CC(C)CCNC(=O)c1c[nH]c2ccc(S(=O)(=O)Nc3cccc(C(F)(F)F)c3)cc2c1=O
    ?, -0.2%, ?
COc1ccc2c(CNCc3ccco3)c(C(=O)O)n(Cc3cccc(F)c3)c2c1
    ?, -7.5%, -3.4%
Cc1nc(C)n(CC(C)C(=O)N2CCN(S(=O)(=O)c3ccc(Cl)cc3)CC2)n1 (stereo unspecified)
    -8.1%, -0.7%, 10.7%
CC(C)COC(=O)N(C)C[C@H]1OCc2cnnn2CCCC(=O)N([C@H](C)CO)C[C@@H]1C
    13.1%, ., -19.8%
Cc1cccc2cc(C#N)c(SCc3nnc(-c4ccccc4[N+](=O)[O-])o3)nc12
    ?, -1.3%, ?
Cc1nn(C(C)C(=O)NCCCN2CCCCC2C)c(=O)c2c1sc1ccccc12 (stereo unspecified)
    4.2%, -2.4%, 19.3%
Cc1cc(C)nc(NS(=O)(=O)c2ccc(NC(=O)c3ccccc3Br)cc2)n1
    7.2%, ., -9.5%
COc1ccc(NC(=O)N(C)C[C@H]2OCCCC[C@@H](C)Oc3ccc(N(C)C)cc3C(=O)N([C@H](C)CO)C[C@@H]2C)cc1
    ?, ., -26.6%
OC(CNCc1ccco1)Cn1c2ccccc2c2ccccc21 (stereo unspecified)
    ?, -4.5%, ?
CCC(C)NC(=O)CSc1nc2cc(S(=O)(=O)N3CCOCC3)ccc2n1CC (stereo unspecified)
    9.3%, -19.2%, 5.3%
O=[N+]([O-])c1cc(S(=O)(=O)NCCN2CCOCC2)ccc1Cl
    -9.8%, -14.4%, -4.9%
Cc1cccc(C)c1NC(=O)c1cccc2c1C(=O)N(C1CCCCC1)C2
    16.4µM*, -7.1%, 7.31µM*
CCCCCC(=O)N1c2ccccc2C(C)(c2ccccc2)CC1(C)C (stereo unspecified)
    ?, -5.6%, ?
CC(OC(=O)CCc1ccccc1)C(=O)Nc1ccc(Cl)cn1 (stereo unspecified)
    -2.1%, 0.9%, -0.1%
O=C(COc1c(Cl)cccc1Cl)Nc1ccccc1N1CCCC1
    -24.9%, -15.6%, -15.6%
O=C1[C@@H]2Cc3c([nH]c4ccccc34)C(c3cccc(Br)c3)N2C(=O)CN1C1CCN(Cc2ccccc2)CC1 (stereo partly specified)
    20.6µM*, -13.8%, ?
c1ccc(-c2noc(COc3ccc4c(c3)OCO4)n2)cc1
    -12.7%, -11.6%, -12.8%
CC(=O)c1ccc(N/N=C2/CCCNC2=O)cc1
    ?, -9.2%, 0.9%
CCCN1C2=C(C(=O)CCC2)C(c2ccc(O)c(Br)c2)C2=C1CCCC2=O
    ?, 0.4%, ?
O=C(C1=C[C@H](C2CC2)C[C@H](OCCCCO)O1)N1CCN(Cc2ccc3c(c2)OCO3)CC1
    -26.7%, 0.7%, ?
CCCc1nc(SCC(=O)N2CCC(Cc3ccccc3)CC2)c2c(=O)n(C)c(=O)n(C)c2n1
    16.4µM*, -10.3%, 20.6µM*
N#Cc1cccc(NC(=O)c2cncn2-c2ccccc2)c1
    -1.3%, 0.2%, 23.9%
CCc1nc2c(OCCc3cccc(OC)c3)cccn2c1N(C)C(=O)c1ccc(OC)cc1
    ?, ., ?
O=C(Cc1ccccc1Cl)Nc1nc2ccccc2[nH]1
    ?, -3.3%, -2.7%
COc1ccccc1CN1CC[C@@]2(CCCN(C(C)=O)C2)C1
    -1.9%, 0.2%, 11.5%
CN(CCc1ccccc1)C(CCc1ccccc1)C(=O)Nc1ccc2c(c1)OCCO2 (stereo unspecified)
    ?, ., ?
COc1ccc(CC(=O)OCc2cc3ccccc3[nH]c2=O)cc1
    ?, -14.0%, 2.6%
CC1(C(=O)N2CCN(Cc3ccccc3Cl)CC2)CC1(Cl)Cl (stereo unspecified)
    -25.2%, -1.3%, -3.7%

(further entries)
Sequence of screens – DT40 TDP1 no CPT, GCN5L2 inh, DT40 TDP1 CPT
CC1=CC(C)(C)N=C(NC#N)N1
    1.3%, 1.4%, 11.8%
O=C(NCc1ccccc1Br)c1cccc2c1C(=O)c1ccc(-c3ccc(OC(F)(F)F)cc3)cc1S2(=O)=O
    7.31µM*, -3.1%, 8.2µM*
COc1cc(OC)cc(C(=O)Nc2nc3ccccc3[nH]2)c1
    29.1µM*, -0.3%, 20.6µM*
CN(C)CCCNC(=O)c1cc(C(=O)c2cccc(Cl)c2Cl)c[nH]1
    ?, 19.1%, 7.9%
COC(=O)CCC(=O)N1CCCC(CO)(Cc2ccccc2C)C1 (stereo unspecified)
    -16.3%, -8.9%, -22.6%
O=C(CSc1nnc(NC(=O)c2ccccc2F)s1)Nc1ccccc1F
    -10.0%, -1.7%, -6.2%
O=C(N/N=C/c1ccc[nH]1)c1ccccc1OCc1ccc(F)cc1
    2.5%, -22.5%, -6.2%
CCC(=O)C1=C(c2ccc(F)cc2)N(C(=O)CC)n2cnnc2S1
    13µM*, -0.3%, 18.4µM*
CC(C)(C)NC(=O)C(=O)NC(=O)c1c(F)cccc1Cl
    -32.9%, -3.5%, -5.9%
COc1ccccc1N=c1oc2c(OC)cccc2cc1C(=O)NCc1ccco1
    ?, -3.3%, ?
CC(NC(=S)NC1CCCCC1)c1ccccc1 (stereo unspecified)
    ?, 1.1%, ?
COc1ccc(-c2cc(C)no2)cc1S(=O)(=O)N1CCN(c2cccc(C)c2)C(C)C1 (stereo unspecified)
    23.1µM*, -19.7%&-14.7%, 16.4µM*
C/C=C(/C)C(=O)Nc1cccc(C2=NOC3(C2)C[C@@H](C(N)=O)N(C(=O)c2ccc(OC)cc2)C3)c1 (stereo partly specified)
    -2.8%, -4.4%, 2.5%
CC1([N+](=O)[O-])COC2(CCCCC2)OC1
    ?, ., -4.4%
CC(C)c1ccc(NC(=O)Cn2ncn3c(cc4ccccc43)c2=O)cc1
    -13.4%, -11.4%, -16.4%

Some of these compounds in order of formula weight, low to high:
Sequence of screens – DT40 TDP1 no CPT, GCN5L2 inh, DT40 TDP1 CPT
Cc1nnc(C)n1/N=C/c1ccc(O)cc1
    -11.5%, -13.6%, 6.4%
CC(C)c1ccc(NC(=O)Cn2ncn3c(cc4ccccc43)c2=O)cc1
    -13.4%, -11.4%, -16.4%
CC(C)CCNC(=O)c1c[nH]c2ccc(S(=O)(=O)Nc3cccc(C(F)(F)F)c3)cc2c1=O
    ?, -0.2%, ?

Going on with the list.
Sequence of screens – DT40 TDP1 no CPT, GCN5L2 inh, DT40 TDP1 CPT
O=C1C2C3C=CC(C3)C2C(=O)N1CCN1CCN(Cc2ccc([N+](=O)[O-])cc2)CC1 (stereo unspecified)
    16.4µM*, 14.5%, ?
O=S(=O)(c1ccc2ccccc2c1)N1CCN=C1SCc1cccnc1
    ?, -2.9%, 23.1µM*
COCCCNC(=O)CN1C(=O)/C(=C/c2ccccc2)Sc2ccccc21
    14.6µM*, 1.7%, ?
COc1ccc(NC(=O)CSc2nc3ccccc3nc2N2CCCCC2)cc1
    ?, -10.0%&-9.1%, ?
COc1ccccc1CCNC(=O)Cc1c(C)c2cc(Cl)c(O)cc2oc1=O
    -29.1%, 31.6µM*, -27.4%
CCOC(=O)c1[nH]c(C)c(C(=O)NC)c1C
    1.1%, 1.0%, 2.2%
OCC[C@H]1C[C@@H](O)[C@H](O)[C@]2(CCCc3ccccc3O2)O1
    -3.1%, -17.3%, -9.1%
CCCOc1ccc(CSC(CC(=O)O)C(=O)O)cc1 (stereo unspecified)
    -4.3%, -2.8%, 0.8%
O=C(Cc1ccc(NC2=NC3CS(=O)(=O)CC3S2)cc1)NCCc1ccccc1 (stereo unspecified)
    -3.8%, -9.3%, 3.6%
CC1=CC(C)(C)NC(=S)N1c1ccc2ccccc2c1
    ?, -0.5%, ?
CC(OCC(O)CN1CCCCC1CCO)c1ccc(Cl)cc1 (stereo unspecified)
    -8.9%, -6.2%, 12.1%
CCOc1ccccc1N(CC(=O)N1CCc2ccccc2C1)S(C)(=O)=O
    -6.3%, -17.3%, -13.2%
Cn1c(Cn2c(=O)sc3ccccc32)nnc1SCc1ccc(F)cc1
    ?, -3.9%, ?
Cc1cc(F)ccc1S(=O)(=O)Nc1ccccc1C(=O)N1CCCC1
    17.2%, -0.9%, 2.4%
Cc1cc(C)n(-c2nc(N(c3ccccc3)c3ccccc3)nc(-n3nc(C)cc3C)n2)n1
    13µM*, -1.6%, 18.4µM*
CCc1nc2ccc(C(=O)NCCc3ccc(OC)cc3OC)cc2nc1CC
    18.4µM*, -7.9%, 25.9µM*

Source: PubChem BioAssay (National Center for Advancing Translational Sciences (NCATS))

Some of the compounds tested (hit frequency here may not be typical).
